Screening results from PubChem.
Akt phos inh = blocks phosphorylation of Akt | hit rate 0.32% among 360,000 | Neuro2A IGF-stimulated pAkt S473 HTRF, 20 min; active compounds read low | AID 651550 | activity change, % for hits at 50 µM; in the data active = activity change below about -80%; inconclusive = mostly about -51% to -80%; note: % is set by controls: 0 for no effect and ±100 for the full control effect
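Neuro2A cells (4,500/well, DMEM with 0.5% FBS) were treated with compound at a single 50 µM final concentration, stimulated with 6 nM IGF for 20 min at 37 °C, and lysed. Phospho-Akt Ser473 was read by HTRF as 665/615 ratio ×10^4.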
FUS yeast rescue = suppressors of FUS proteinopathy in yeast; S. cerevisiae FUS-expressing, growth rescue, OD600, 24 h; AID 1347120; hit rate 0.24% among 390,000; Potency, µM (doses to about 76.6 µM), inactives show at the top dose growth rescue (activation), actives largely listed as activators;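 note: potency is the fitted concentration of half-maximal effect; plate controls were DMSO vehicle for no effect and reference control for full effect; nearly all actives have a fitted effect of over 55% in size; some results filed as inactive show a strong effect at the top dose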
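Toxicity suppression screen in FUS-yeast. Cells induced with 2% galactose, starting OD 0.005, treated 24hr at 30C with compounds at multiple final concentrations; growth by OD600.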
PTHR1 ag = PTHR1 (human) receptor agonism | Q03431 | Potency, µM (series often up to 115 µM), for inactives: at the top dose activation, actives largely listed as activators | HEK293 GP2 PTHR1 cells, GloSensor cAMP luminescence, 1 h | hit rate 0.075% among 410,000 | AID 743266; note: potency is the fitted concentration of half-maximal effect; nearly all actives have a fitted effect of over 55% in size; some results filed as inactive show a strong effect at the top dose; inactives centre near -15; many of its hits are not listed in these tables
Target sequence (Q03431 whole entry, looked up): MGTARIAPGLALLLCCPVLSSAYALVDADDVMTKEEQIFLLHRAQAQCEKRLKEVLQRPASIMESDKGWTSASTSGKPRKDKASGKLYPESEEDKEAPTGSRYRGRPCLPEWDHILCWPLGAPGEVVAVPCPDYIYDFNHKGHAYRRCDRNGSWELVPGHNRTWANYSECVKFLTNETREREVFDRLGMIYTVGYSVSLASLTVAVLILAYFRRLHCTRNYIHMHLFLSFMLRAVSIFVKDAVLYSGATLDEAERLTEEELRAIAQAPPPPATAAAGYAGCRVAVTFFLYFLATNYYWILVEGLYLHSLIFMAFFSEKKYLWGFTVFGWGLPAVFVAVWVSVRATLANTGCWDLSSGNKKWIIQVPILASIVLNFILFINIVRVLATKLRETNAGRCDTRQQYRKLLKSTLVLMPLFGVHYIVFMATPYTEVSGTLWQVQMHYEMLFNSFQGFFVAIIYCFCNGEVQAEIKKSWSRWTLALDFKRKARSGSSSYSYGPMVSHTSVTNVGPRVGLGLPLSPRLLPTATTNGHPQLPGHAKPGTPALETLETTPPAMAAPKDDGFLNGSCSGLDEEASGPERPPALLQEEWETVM
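HEK-293-derived GP2 cells expressing PTHR1 and a GloSensor cAMP reporter, 3,000/well, plated overnight, given luciferin plus IBMX (each 0.5 mM as added) for 1 h at 37 °C, then compound for 1 h at 37 °C. Luminescence was read after 15 min at room temperature.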
GLP-1R agonist = GLP-1 receptor (human) agonism; HEK293 GLP-1R CRE-luciferase, luminescence, 4-6 h; cells express a hypersensitive GLP-1R form; hit rate 0.007% among 380,000; Potency, µM (doses to about 45.6 µM), for inactives: top-dose activation, hits mostly activators; AID 624172; note: potency is the fitted concentration of half-maximal effect; % of control where 0% means no effect
Target sequence (P43220 whole entry, looked up): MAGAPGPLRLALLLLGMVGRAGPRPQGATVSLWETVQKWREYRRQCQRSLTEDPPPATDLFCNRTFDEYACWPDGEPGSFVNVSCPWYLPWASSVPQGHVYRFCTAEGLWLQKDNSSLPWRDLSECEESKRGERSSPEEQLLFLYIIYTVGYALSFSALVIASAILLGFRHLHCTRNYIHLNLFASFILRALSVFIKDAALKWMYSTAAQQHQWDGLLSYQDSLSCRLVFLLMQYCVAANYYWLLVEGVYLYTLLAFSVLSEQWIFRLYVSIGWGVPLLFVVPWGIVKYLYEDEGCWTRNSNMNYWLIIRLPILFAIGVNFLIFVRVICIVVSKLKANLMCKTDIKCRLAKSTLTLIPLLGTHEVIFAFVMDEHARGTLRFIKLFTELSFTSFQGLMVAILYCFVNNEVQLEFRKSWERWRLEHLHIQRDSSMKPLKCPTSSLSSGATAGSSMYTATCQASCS
aSyn yeast inh = rescues yeast growth from alpha-synuclein toxicity; Yeast expressing alpha-synuclein, growth rescue, BacTiter-Glo, 24 h; Potency, µM (highest dose often 46.1 µM), without a hit: at the highest dose growth rescue (activation), hits mostly activators; hit rate 0.14% among 370,000; note: potency is the fitted concentration of half-maximal effect; % of control where 0% means no effect; nearly all actives have a fitted effect of over 65% in size
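Galactose-induced alpha-syn yeast (OD600=0.02, raffinose-pregrown) + pinned cpd, 24 hr, 30 deg C; growth by BacTiter-Glo luminescence. Growth restoration scores as activation.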
DRD3 antagonist = blocks the human D3 dopamine receptor. max response, negative = inhibition, %. AID 652054. P35462. D3R cells, DiscoveRx beta-arrestin luminescence, antagonist mode; active compounds read low. hit rate 2.5% among 360,000; in the data active = max response below about -50%; inconclusive = no clear call, values can overlap the other calls; note: % is set by controls: 0 for no effect and ±100 for the full control effect; mostly tested at two doses, the higher about 12 µM
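Cells plated overnight at 1500 cells/well, then exposed to library compounds with dopamine controls for 90 minutes at 37 degrees C. DiscoveRx reagent added for 30–60 minutes at room temperature; luminescence read, quantitative HTS format.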
GLP1R inv ag = inverse agonists of human GLP-1 receptor. P43220. HEK293 GLP-1R CRE-luciferase, luminescence, 24 h; GLP-1R form is constitutively active. Potency, µM (top dose mostly 38.3 µM), inactives show at the highest dose activity change, negative = inhibition, actives largely listed as inhibitors. hit rate 1.6% among 410,000; note: potency is the fitted concentration of half-maximal effect; % is set by controls: 0 for no effect and ±100 for the full control effect; nearly all actives have a fitted effect of over 55% in size
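Stable HEK293 clone (constitutively active GLP-1R + cAMP-response luciferase); 200 cells/uL plated, 12 h pre-culture, compound 24 hr, 37 deg C/5% CO2; detection reagent 12 min RT; luminescence.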
Abeta yeast res = compounds reversing amyloid beta toxicity in yeast | yeast expressing A-beta42, growth rescue, OD600, 48 h; response scale: 0% DMSO, 100% iron-clioquinol control | Potency, µM (highest dose often 46.1 µM), for inactives: at the highest dose growth rescue, usual class: activators | hit rate 0.063% among 410,000 | AID 1347071; note: potency is the fitted concentration of half-maximal effect; nearly all actives have a fitted effect of over 55% in size
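Yeast growth medium received pinned compounds, then yeast cells expressing toxic A-beta were added; plates incubated at 30 C for 48 hr. Growth read as absorbance at 600 nm, normalized to DMSO and equimolar FeCl3 plus clioquinol controls.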
TDP43 rescue = inhibitors of TDP-43 toxicity in yeast; hit rate 1.8% among 410,000; AID 652104; Potency, µM (series often up to 46.1 µM), for the others: top-dose growth rescue (activation), usual class: activators; TDP-43 expressing yeast growth rescue, BacTiter-Glo, 24 h; note: potency is the fitted concentration of half-maximal effect; % of control where 0% means no effect; nearly all actives have a fitted effect of over 50% in size
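Growth rescue of TDP-43-toxic yeast measured as ATP luminescence (BacTiter-Glo). Cells grown to mid-log in raffinose, induced in galactose at OD600=0.02, exposed to compound 24 hr at 30 deg C.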
* hit, by the source's call; i = inactive; u = inconclusive; x = not tested or not shown; & = joins results of further samples; [ ] = another dose, or the depositor's remark. Unless noted, calls come from the whole dose curve; as a rule, active = well fitted curve in the direction sought with a large enough effect; inconclusive = small, poorly fitted or top-dose-only effect, or another doubt; inactive = no such curve, though single readings can be large; an effect the other way counts as inactive or inconclusive. Only part of the results is shown; the hit share may differ from the screen's.

SMILES	Akt phos inh	FUS yeast rescue	PTHR1 ag	GLP-1R agonist	aSyn yeast inh	DRD3 antagonist	GLP1R inv ag	Abeta yeast res	TDP43 rescue
CCCCCN(C(=O)CCC(=O)OCc1ccccc1C)c1c(N)n(CCCC)c(=O)[nH]c1=O	i	8%	-47%	3%	-10%	0	0%	-8%	-2%
COc1cccc(NC(=O)N2CCc3nc(Nc4cc(Cl)cc(Cl)c4)ncc3C2)c1	i	28µM*	-24%	-6%	u	-9	u	u	16µM*
COc1ccc(CCn2ccc(O)c(Cc3c(F)cccc3Cl)c2=O)cc1OC	i	0%	-25%	7%	-2%	-1	4%	10%	7%
CC(C)(C)N(NC(=O)Nc1ccc(F)cc1)C(=O)c1ccccc1	i	30%	-1%	2%	1%	1	-13%	-6%	-20%
O=C1COc2ccc(C(=O)c3ccccc3C(=O)NCc3ccccc3)cc2N1	i	32%	-7%	0%	3%	-3	u	3%	13%
CSc1ccc(-c2cccc3nncn23)cc1	i	-23%	i	7%	5%	17	2%	-12%	u
O=C(Cc1cccc(NC(=O)C2CCCN(C(=O)C3CCCC3)C2)c1)Nc1ccc(C(=O)N2CCOCC2)cc1 (stereo unspecified)	i	6%	5%	2%	1%	-24	10%	-9%	-2%
CCOc1ccccc1N(C(=O)c1ccco1)C(C(=O)NC1CCCC1)c1cccs1 (stereo unspecified)	i	24%	-2%	11%	-11%	-11	u	-12%	-5%
N#CCSc1nnc(-c2ccc(F)cc2)n1N	i	-24%	-27%	-3%	5%	13	3%	-2%	2%
Cc1cc(C)c(C(=O)N2CCCC(N3CCN(c4ccc(F)cc4)CC3)C2)o1 (stereo unspecified)	i	8%	-22%	0%	-1%	-18	u	9%	0%
COc1ccc(NCC(=O)N/N=C2\CCCC(C)C2)cc1 (stereo unspecified)	i	9%	i	-1%	-1%	1	8%	-8%	-2%
CCOC(=O)c1sc2nc(C)nc(NCc3cccnc3)c2c1C	i	31%	i	11%	-5%	-19	5%	-15%	-3%
Cc1cc(C)cc(NC(=O)C2C3C=CC(O3)C2C(=O)O)c1 (stereo unspecified)	i	13%	i	0%	3%	0	5%	-4%	x
O=C(NCCc1ccccc1)C1CCCN(c2ncnc3c2nc2n3CCCCC2)C1 (stereo unspecified)	i	22%	-2%	10%	4%	7	u	-10%	16%
Cn1c(SCc2cccc(Br)c2)nnc1-c1ccccn1	i	14%	i	14%	9%	-2	-5%	-17%	u
COCc1cccc(-c2csc(C(N)c3ccc(F)c(F)c3)n2)c1 (stereo unspecified)	i	-6%	9%	5%	0%	0	32%[activator]	-21%	16%
NC(=O)CSc1nnc(SCc2ccc(F)cc2)s1	i	9%	3%	9%	5%	3	0%	-14%	18%
C=CCn1c(=O)c(C(=O)Nc2ccccc2C(=O)OCC)c(O)c2ccccc21	i	3%	i	-3%	20%	u	-26%	5%	-4%
Cc1cc2oc(=O)cc(CN(C)Cc3cccc(F)c3)c2cc1C	i	2%	-21%	8%	-1%	4	-52%	-5%	0%
Cc1cccc(N2CCN(C(=O)c3ccc4c(c3)N(Cc3cccc(Cl)c3)C(=O)c3ccccc3S4(=O)=O)CC2)c1C	x	12%	22%	x	x	x	6%	-4%	-3%
COc1ccc(C2(C)NC(=O)N(CC(=O)Nc3ccc(C)cc3Br)C2=O)cc1OC (stereo unspecified)	i	u	-6%	23%	0%	2	23%	7%	-6%
Cc1cc(C(=O)NC(C)C)on1	x	-3%	-3%[57.5 µM]	4%	6%	29	6%	5%	-3%
CC(C)CC1NC(=O)c2cc3ccccc3cc2-n2c1nc1ccc(F)cc1c2=O (stereo unspecified)	i	-16%	-83%[inhibitor]	3%	u	-58*	6%	-13%	-24%
CC(C)=CCc1c(O)cc2c(c1O)C(=O)CC(c1ccccc1)O2 (stereo unspecified)	i	-1%	-47%[inhibitor]	8%	-3%	20	u	-4%	8%
O=S(=O)(c1ccccc1)N1CCC(O)(CSc2ccccc2)CC1	i	10%	-18%	14%	16%	u	10µM*	7%	12%
CCOC(=O)C1CCN(C(=O)CSc2nnc(-c3ccco3)n2-c2ccccc2)CC1	i	-7%	i	-1%	13%	5	u	7%	19%
O=C(c1ccco1)N1CCN(Cc2cccnc2)CC1	i	7%	-4%	-3%	1%	-25	-11%	-7%	-13%
CC[C@]1(C(=O)OC)[C@H]2C(=O)N(C)C(=O)[C@H]2[C@H]2CN=C(SCc3ccc(C(=O)OC)cc3)N21	i	-26%	-22%	5%	1%	3	14%	2%	0%
Cc1ccc(C(C)(C)C)c(OCCOCCN2CCCC2)c1	i	5%	i	-4%	0%	-54*	u	5%	2%
Cc1nn(-c2cc(N3CCCCCC3)ccc2[N+](=O)[O-])c(=O)c2ccccc12	i	26%	i	23%	11%	-27	0%	23%	u
COc1ccc(-n2c(SCC(=O)Nc3ccccc3)nc3c(c2=O)SCC3)cc1	i	u	i	-6%	6%	1	4%	-13%	-4%
COc1ccc(Oc2nc3ccccc3n3cccc23)cc1	i	-8%	i	14%	-8%	18	-22%	-2%[9.22 µM]	1%
CN(C(=O)c1cccc(NC(=O)Cc2cccc(NC(=O)C3CCN(C(=O)C4CCCCC4)CC3)c2)c1)C1CCC1	i	25%	-40%[inhibitor]	11%	2%	15	6%	1%	19%
O=C(CSc1ccc2c(c1)OCCO2)NCCc1ccc(Cl)cc1Cl	i	x	-31%[inhibitor]	3%	u	-11	11µM*	-14%	11µM*
CCN(CC)S(=O)(=O)c1cc(C(=O)Nc2cccnc2Cl)ccc1Cl	i	9%	-29%	6%	4%	16	11%	-4%	9%
Cc1cc(NC(=O)/C=C/c2ccccc2Cl)n(-c2nc3ccccc3[nH]2)n1	i	24%	-9%	0%	0%	-5	69%[activator]	-1%	-15%

Profiles, looked up by structure. Values in the order: Akt phos inh | FUS yeast rescue | PTHR1 ag | GLP-1R agonist | aSyn yeast inh | DRD3 antagonist | GLP1R inv ag | Abeta yeast res | TDP43 rescue
Cc1ccc(C(C)(C)C)c(OCCOCCN2CCCC2)c1 reads i | 5% | i | -4% | 0% | -54* | u | 5% | 2%
Cc1cc(NC(=O)/C=C/c2ccccc2Cl)n(-c2nc3ccccc3[nH]2)n1 reads i | 24% | -9% | 0% | 0% | -5 | 69%[activator] | -1% | -15%
CC[C@]1(C(=O)OC)[C@H]2C(=O)N(C)C(=O)[C@H]2[C@H]2CN=C(SCc3ccc(C(=O)OC)cc3)N21 reads i | -26% | -22% | 5% | 1% | 3 | 14% | 2% | 0%

(continued)
SMILES	Akt phos inh	FUS yeast rescue	PTHR1 ag	GLP-1R agonist	aSyn yeast inh	DRD3 antagonist	GLP1R inv ag	Abeta yeast res	TDP43 rescue
CN(C)CCSc1nc(-c2ccccc2)nc2c1CCCC2	i	5%	-5%	6%	1%	-2	u	-10%	-17%
CCOC(=O)C1=CN(CC)S(=O)(=O)NC1CCc1ccccc1 (stereo unspecified)	i	18%	-27%	5%	13%	u	u	1%	23%
C=CCn1c(CNC(=O)c2cccs2)nnc1SCC(=O)Nc1ccc(C(=O)O)cc1	i	15%	i	-6%	-1%	u	0%	4%	-8%
Cc1ccnc(NS(=O)(=O)c2ccccc2)n1	i	-17%	i	-3%	4%	-8	4%	16%	-21%
CCC(Cc1ccccc1)NC(=O)C1CC1 (stereo unspecified)	i	-19%	-17%	7%	-10%	17	-7%	-4%	19%
COc1cccc(NC(=O)C2(C)CCN2C(=O)CC2CC2)c1 (stereo unspecified)	i	-14%	-9%	1%	1%	-11	2%	-4%	22%
CC(=O)c1c(C)[nH]c(C(=O)NCc2ccccc2F)c1C	i	-1%	-10%	10%	5%	10	21%	-2%	6%
O=C1S/C(=C\c2ccc(O)c([N+](=O)[O-])c2)C(=O)N1Cc1cccc([N+](=O)[O-])c1	i	-17%	-46%[inhibitor]	4%	4%	1	-12%	-13%	-4%
Cc1cccc(C2NS(=O)(=O)N=C2N)c1 (stereo unspecified)	x	-10%	i	-6%	x	0	0%	3%	5%
C/C(=N\NC(=O)CNC(=O)c1cccc(F)c1)c1ccc2ccccc2c1	i	7%	-24%	11%	-2%	9	-23%	19%	20%
O=C(Cn1ccc2ccccc2c1=O)NCCC(=O)Nc1cccnc1	i	-10%	i	-4%	-6%	2	u	-10%	4%
C=C(C)c1nc2cc(OC)c(OC)cc2c(=O)o1	i	11%	-12%[57.5 µM]	-15%	13%	-10	23%	12%	15%
CSC(=S)N/N=C(\C)c1ccc(Br)cc1	i	10%	-4%	16%	-14%	5	11%	-2%	10%
Cc1ccc2c(c1)N(CC(=O)NCCCN1CCCCC1)C(=O)c1cccnc1O2	i	-1%&8%	-24%	-2%	-7%	-10	1%&3%	1%&-4%	1%&19%
COc1ccc(S(=O)(=O)N2CCn3c2nc2ccccc23)cc1	i	-16%	-49%[inhibitor][57.5 µM]	0%	-19%	1	8%	9%	4%
Cc1c(Cl)cccc1NC(=O)Cn1cc2c(n1)CCCC2	x	-13%	-7%	x	x	x	-19%	17%	12%[9.22 µM]
Cc1cc(C)cc(NC(=O)CSc2n[nH]c(-c3cccnc3)n2)c1	i	17%	i	6%	3%	11	2%	-1%	-17%
COC(=O)C1=C(C)N(C)C(=O)NC1c1c(OC)ccc2ccccc12 (stereo unspecified)	i	-2%	i	8%	-2%	-25	17%	-21%	-10%
CN(C)c1cccc(C(=O)NCC(c2ccco2)N(C)C)c1 (stereo unspecified)	i	21%	i	21%	3%	-24	9%	-2%	-3%
Cc1nnc(SCC(=O)c2ccc(C(C)C)cc2)s1	i	7%	-38%	15%	0%	8	u	-8%	3%[9.22 µM]
